Compound activity from PubChem BioAssay.
NCI-60 one-dose screen, 48 h, at 10 µM unless noted. Numbers give growth in % (100 = growth as untreated, 0 = no growth, -100 = all killed).
SF-295 = SF-295 CNS cancer cells; 79,000 compounds, 5.6% hits
786-0 = 786-0 renal cancer cells; AID 1794775; 81,000 compounds, 5.1% hits
SF-539 = SF-539 CNS cancer; AID 1794752; 81,000 compounds, 6.8% hits
UO-31 = UO-31 renal cancer. 81,000 compounds, 5.2% hits
U251 = U251 CNS tumor cells. 80,000 compounds, 5.4% hits. AID 1794753
PC-3 = PC-3 prostate cancer cells; 80,000 compounds, 3.9% hits
SN12C = SN12C renal cancer cells; 81,000 compounds, 3.8% hits; AID 1794767
SF-268 = SF-268 CNS cancer cells; AID 1794759; 82,000 compounds, 3.1% hits
DU-145 = DU-145 prostate cancer | 81,000 compounds, 4.2% hits | AID 1794760
* = called active by the depositor; · = not tested or not shown; & = joins results of further samples. The calls were made as follows: active = growth percent below 10; inactive = the rest. Hits appear at their usual frequency; 9.4% or so of the library scored in one or more.

SMILES	SF-295	786-0	SF-539	UO-31	U251	PC-3	SN12C	SF-268	DU-145
COc1ccc(/C=C(/C(=O)NS(=O)(=O)c2ccc(F)cc2)c2cc(OC)c(OC)c(OC)c2)cc1OC	97	98	104	97	104	87	107	106	116
O=C(CSc1nc2sc3c(c2c(=O)n1-c1ccc(Cl)cc1)CCCC3)N/N=C/c1ccc(Br)cc1	102	100	97	93	48	92	90	95	87
NS(=O)(=O)c1ccccc1NCCC(=O)c1ccc2ccccc2c1	103	100	93	71	102	88	96	96	102
COc1ccc2[nH]cc(/C=C/c3nc4ccccc4c(=O)n3-c3ccc(C#Cc4ccc(C(C)(C)C)cc4)cc3C)c2c1	106	115	112	81	110	95	101	103	109
NS(=O)(=O)c1ccc(-n2cc(-c3cccc(NC(=O)Nc4cccc(C(F)(F)F)c4)c3)nn2)cc1	103	101	89	74	97	97	113	106	110
Cc1cc(C)c(CN)cc1C	103	103	109	84	100	80	94	104	105
C=CN(C(=O)N1CCN(c2cc3c(cc2F)c(=O)c(C(=O)O)cn3C2CC2)CC1)c1nc(-c2ccc(C)cc2)cs1	-5.0*	23	20	13	11	15	9.0*	26	25
O=S(=O)(O)c1c(N=Nc2c(O)ccc3ccccc23)ccc2ccccc12	98	103	99	65	101	95	93	94	·
O=C(c1ccccc1F)N1CCN(c2ccnc3cc(Cl)ccc23)CC1	89	92	104	71	80	82	90	101	108
Cn1c(=O)c2c(nc(NCc3ccccc3)n2CC(O)CN2CCN(Cc3ccccc3)CC2)n(C)c1=O (stereo unspecified)	102	104	106	95	104	108	110	107	103
O=[N+]([O-])c1ccc(-c2ncc(-c3ccc(O)cc3O)[nH]2)cc1	·	·	118	102	103	98	101	101	143
CC1=C(C)C(=O)C(N2CCN(c3cccc(C)c3)CC2)=C(Cl)C1=O	98	114	109	79	91	91	84	102	108
Cc1c(C(=O)O)nnn1-c1ncc(Cc2ccc(Cl)cc2)s1	105	102	103	83	93	94	100	95	105
CONC(=O)c1ccccc1Nc1cc(Nc2cc(C)nn2C(C)C)ncc1Cl	67	68	66	62	71	68	103	65	84
CC(N)C(c1ccccc1)c1ccccc1 (stereo unspecified)	120	101	119	77	105	72	99	102	115
CC(=O)Nc1ccc(/C=C/c2ccc([N+](=O)[O-])cc2)cc1	77	89	103	51	87	74	82	92	100
N#Cc1c[nH]c(=O)[nH]c1=O	89	101	88	91	95	80	89	108	112
Oc1c(CN2CCCC2)cc(COCc2ccc(Br)cc2)c2cccnc12	13	-8.0*	-23*	-14*	-7.1*	14	12	11	23
CCOC(=O)/C=C/c1ccc([N+](=O)[O-])cc1	112&94	100&95	101&108	84&92	97&93	96&100	108&104	94&105	91&109
O=c1c(S(=O)(=O)c2ccccc2)cc2c(n1Cc1ccccc1)-c1cnn(-c3ccc(Cl)cc3)c1CC2	84	73	73	41	·	69	85	76	118
Cc1[nH]c(-c2ccc(F)cc2)cc1C(=O)NC1CCN(Cc2ccccc2)CC1	95	103	92	100	96	89	94	104	98
COC(=O)CCN(c1ccccc1)c1ccc(C)cc1	113	104	114	107	102	102	105	101	116
O=C(O)CN1C(=O)S/C(=C\C(Cl)=C\c2ccccc2)C1=O	100	108	102	88	100	105	104	100	105
NCc1c(Cl)c(Cl)c(Cl)c(CN)c1Cl	106	102	110	87	110	84	91	101	111
CCCCCCCCCCCCCCOC(=O)CSC#N	108	113	106	96	93	93	95	101	107
O=C1/C(=C\c2cn(Cc3ccccc3)c3ccc(Br)cc23)c2ccccc2N1c1c(Cl)cccc1Cl	99	99	103	87	96	78	98	113	127
CCC(=O)Oc1ccc(/C(=C(/C)Cc2cccc(OC)c2)c2ccc(OCCN(C)C)cc2)cc1	99	80	90	67	71	86	86	86	93
CN1CCN(Cc2ccc(NC(=O)c3cncc(C#Cc4cnc5ccc(N)nn45)c3)cc2C(F)(F)F)CC1	54	50	3.4*	96	55	37	16	6.3*	18
COC(=O)C1=Nc2c/c(=C\c3[nH]c(=S)[nH]c3O)oc2=C1	88	·	111	85	97	104	69	98	106
CC(C)CCSc1nc(NCCO)c(C#N)c(-c2ccc(F)cc2)n1	102	97	108	79	92	78	93	103	92

13 successive compounds out of the list so far, quoted:
SMILES	SF-295	786-0	SF-539	UO-31	U251	PC-3	SN12C	SF-268	DU-145
CC(N)C(c1ccccc1)c1ccccc1 (stereo unspecified)	120	101	119	77	105	72	99	102	115
CC(=O)Nc1ccc(/C=C/c2ccc([N+](=O)[O-])cc2)cc1	77	89	103	51	87	74	82	92	100
N#Cc1c[nH]c(=O)[nH]c1=O	89	101	88	91	95	80	89	108	112
Oc1c(CN2CCCC2)cc(COCc2ccc(Br)cc2)c2cccnc12	13	-8.0*	-23*	-14*	-7.1*	14	12	11	23
CCOC(=O)/C=C/c1ccc([N+](=O)[O-])cc1	112&94	100&95	101&108	84&92	97&93	96&100	108&104	94&105	91&109
O=c1c(S(=O)(=O)c2ccccc2)cc2c(n1Cc1ccccc1)-c1cnn(-c3ccc(Cl)cc3)c1CC2	84	73	73	41	·	69	85	76	118
Cc1[nH]c(-c2ccc(F)cc2)cc1C(=O)NC1CCN(Cc2ccccc2)CC1	95	103	92	100	96	89	94	104	98
COC(=O)CCN(c1ccccc1)c1ccc(C)cc1	113	104	114	107	102	102	105	101	116
O=C(O)CN1C(=O)S/C(=C\C(Cl)=C\c2ccccc2)C1=O	100	108	102	88	100	105	104	100	105
NCc1c(Cl)c(Cl)c(Cl)c(CN)c1Cl	106	102	110	87	110	84	91	101	111
CCCCCCCCCCCCCCOC(=O)CSC#N	108	113	106	96	93	93	95	101	107
O=C1/C(=C\c2cn(Cc3ccccc3)c3ccc(Br)cc23)c2ccccc2N1c1c(Cl)cccc1Cl	99	99	103	87	96	78	98	113	127
CCC(=O)Oc1ccc(/C(=C(/C)Cc2cccc(OC)c2)c2ccc(OCCN(C)C)cc2)cc1	99	80	90	67	71	86	86	86	93

The list goes on.
SMILES	SF-295	786-0	SF-539	UO-31	U251	PC-3	SN12C	SF-268	DU-145
Cc1nc2ncccc2nc1Nc1ccc(S(N)(=O)=O)cc1	115	100	100	70	101	92	90	112	120
CCCCCC(CCC)(C(=O)OCC)C(=O)OCC	109	103	102	82	100	108	104	112	120
Cc1cccc(-c2nc(Nc3ccc(C(=O)O)cc3)c3ccccc3n2)c1	64	71	91	46	73	83	58	63	88
COc1cc2c(c3c1OCCO3)C(=O)N[C@@H]1[C@@H](O)[C@@H](O)[C@H](O)C[C@@H]21	104	96	105	90	100	95	100	98	103
O=C(O)c1ccc(-n2cc(CNc3ccc(CCO)cc3)c(-c3ccccc3)n2)cc1	104	108	111	91	100	104	132	99	106
N#Cc1ccc(C2CC(n3ccnc3)c3cc(Br)cc(Br)c3N2)cc1 (stereo unspecified)	96	88	93	49	92	·	83	100	105
O=C(CCc1nnc(CN(c2ccccc2)c2ccccc2)o1)c1nc2ccccc2[nH]1	96	100	97	61	95	76	87	94	104
C/C(=C(/c1ccccc1)c1ccc(N2C(=O)c3cccc4c(NCCN5CCOCC5)ccc(c34)C2=O)cc1)c1ccccc1	65	74	73	57	73	50	83	92	91
CC(O)(Cc1ccccn1)Cc1ccccn1	110	103	103	85	104	94	108	101	108
CCCCC(=O)N(Cc1ccc(-c2ccccc2-c2nn[nH]n2)cc1)[C@H](C(=O)O)C(C)C	114	103	99	90	101	102	109	109	108
COc1ccc(-n2c(SCc3nnc(NC(=O)c4ccc(Br)cc4)s3)nc3ccc(Cl)cc3c2=O)cc1	100	99	96	77	101	89	101	90	101
O=S(OCC1COS(=O)O1)OCC1COS(=O)O1 (stereo unspecified)	110	104	105	86	103	·	119	109	129
Fc1ccc(-c2cnc3nonc3n2)cc1	107	100	103	82	96	74	107	88	106
Nc1ccc(C(=O)Nc2ccc3cc(S(=O)(=O)O)ccc3c2)cc1	114	108	95	78	106	97	101	97	112
CCCC(=O)NNc1[nH]c(-c2cc(OC)c(OC)c(OC)c2)cc1C(=O)OCC	95	93	92	89	103	111	108	120	95
c1ccc(Cn2cc(CCc3ccncc3)c3ccccc32)cc1	95	100	99	67	97	87	98	107	109
COc1ccc(C2=NOC(CC(=O)N3CCOCC3)C2)cc1OC1CCCC1 (stereo unspecified)	95	100	100	86	92	96	94	96	104
CCOC(=O)c1c[nH]c(=S)[nH]c1=O	104	90	100	97	97	101	101	96	104
CS(=O)(=O)c1ccc(-n2nc(C(=O)OCc3ccc(Br)cc3)cc2-c2ccc(Cl)cc2)cc1	90	81	94	68	89	75	84	88	91
O=C(NCc1cn(Cc2ccc(F)cc2)nn1)c1cccnc1Nc1ccc(F)cc1	86	92	98	62	102	85	102	85	93
c1cc(CCCc2ccncc2)ccn1	89	105	103	92	·	98	102	109	109
CC(C)=CC(=O)CC(=O)C(=O)Nc1ccc(Cl)c(Cl)c1	99	109	101	95	87	88	101	101	104
COC1=C(Nc2ccc(OC)cc2)C(=O)C(OC)=C(Nc2ccc(OC)cc2)C1=O	112	109	99	72	101	112	99	109	114
O=C(CCc1nc2sc3c(c2c(=O)[nH]1)CCCC3)Nc1nccs1	119	91	92	88	106	87	94	167	121
Cc1ccc(NC(=O)Cn2c(=O)c3ccccc3c(=O)n2-c2ccccc2)cc1	81	92	101	71	93	68	97	93	102
COc1ccc(-c2cnc3ncnn3c2-c2cc(OC)c(OC)c(OC)c2)cc1	99	106	102	84	101	95	104	107	113
Cc1c(C(=O)Nc2ccc(Cl)cc2)sc2c(=O)[nH]cnc12	113	98	110	97	109	102	98	110	107
Nc1nc2ccccc2o1	91	103	99	88	95	96	99	103	109
O=C(Nc1ccccc1)c1ccc2c(c1)nc(-c1ccc([N+](=O)[O-])cc1)n2C1CCCCC1	73	87	91	50	77	87	90	87	96
CCC1C(=O)NC(=O)SC1c1ccccc1 (stereo unspecified)	98	95	98	96	92	72	·	100	109
O=C1C2CCCN2C(=O)c2ccccc2N1Cc1cn(-c2ccc(F)cc2)nn1 (stereo unspecified)	103	102	95	81	99	·	95	95	104
CCOC(=O)C(C(=O)OCC)C(=O)c1cc(OC)c(OC)c(OC)c1	103	107	109	103	113	99	110	101	110
CCSc1n[nH]c(=O)n1C	110	108	103	83	106	97	109	103	116
Cc1cc(CC(=O)O)n(C)c1C(=O)c1ccc(Cl)cc1	93	103	·	104	99	99	109	114	125
COc1ccc(-c2nc3sccn3c2/C=C/C(=O)c2cc(OC)c(OC)c(OC)c2)cc1	55	78	53	18	43	32	62	67	76
Cc1ccc(NC(=O)C2=NCCCCN2)cc1	99	97	95	85	96	101	102	95	113
COc1cc(C(=O)Nc2cccc(-c3cc(=O)c4ccccc4o3)c2)cc(OC)c1OC	69	81	77	44	75	63	61	79	78
Cc1cc(Cl)cc(CN(Cc2ccccc2)Cc2c(O)ccc3ccccc23)c1O	104	103	103	62	99	88	84	91	98
O=S(=O)(NC1c2ccccc2CC1O)c1ccccc1 (stereo unspecified)	97	105	111	71	105	98	100	91	107
c1ccc(CNC2CC3CCC2C3)cc1 (stereo unspecified)	87&112	105	101&98	99&85	105&102	97&94	112	97&107	108&119
O=C(/C=C(/C=C/c1cccc(OC(F)(F)F)c1)OB(F)F)/C=C/c1cccc(OC(F)(F)F)c1	98	101	105	92	100	100	101	99	107
O=C(Cn1cc(COc2ccc(Br)cc2)nn1)Nc1nc2ccccc2s1	99	104	95	69	103	96	96	97	118
CCCCNC(=O)c1[nH]cc(-c2ccc(OC)cc2)c1-c1cc(OC)cc(OC)c1	89	91	91	89	86	68	86	91	103
Nc1c(C(=O)NCc2ccco2)sc2nc3c(cc12)C(=O)CCC3	104	101	109	105	·	100	100	100	114
C=CCN1C(=O)/C(=c2\sc3n(c2=O)NC2C(N=3)N(CC)C(=O)N2CC)c2ccccc21 (stereo unspecified)	37	57	-5.2*	56	46	31	57	60	26
O=C(O)c1cn(C2CC2)c2cc(N3CCN(C(=O)N(c4ccccc4)c4nc(-c5ccc(Cl)cc5)cs4)CC3)c(F)cc2c1=O	77	73	79	65	68	70	93	79	83
Nc1nc(-c2cccc(Cl)c2)nn1-c1nc2ccccc2s1	101	104	95	73	102	90	93	92	105
COc1ccc(/C(O)=C2\C(=O)C(=O)N(CCCn3ccnc3)C2c2cccc(Oc3ccccc3)c2)cc1 (stereo unspecified)	110	84	105	73	115	109	126	93	116
O=[N+]([O-])c1ccc(Br)c(P(=O)(O)O)c1	96	102	96	84	100	97	105	110	113
NC(=O)N/N=C\c1ccco1	132	104	109	95	101	104	98	112	131

Other records.
SMILES	SF-295	786-0	SF-539	UO-31	U251	PC-3	SN12C	SF-268	DU-145
N#C/C(=C\c1c2ccccc2cc2ccccc12)C(N)=O	89	90	87	56	96	101	86	95	105
CN(C)C1CCc2ccccc2C1OC(=O)/C=C/c1ccccc1 (stereo unspecified)	96	102	99	64	96	88	96	101	111
O=C(CCC1CCCCC1)OCCCl	105	107	110	95	97	94	104	99	109
N#Cc1ccc(O)c(C2=NCC(c3cccc(Oc4ccccc4)c3)O2)c1 (stereo unspecified)	31	26	24	-6.4*	4.0*	31	33	23	39
CC(CN)[C@@H]1CC[C@]2(CO)CC[C@]3(C)[C@H](CC[C@@H]4[C@@]5(C)CCC(NCCO)C(C)(C)[C@@H]5CC[C@]43C)[C@@H]12 (stereo partly specified)	71	59	66	70	18	69	80	61	63
Nc1nnc(-c2cncc(Br)c2)c(-c2c[nH]c3ccccc23)n1	88	89	83	76	89	94	·	92	100
Cc1cc2cn3c4ccc(O)cc4[nH]c(=O)c3c2cc1C	9.3*	19	12	3.1*	-44*	38	38	15	3.5*
CC[Si](CC)(CC)c1ccccc1	·	109	94	88	96	94	99	104	108
CCOC(=O)N1C2C=CC(C2)N1C(=O)OCC	95	104	99	96	97	94	102	114	121
CCCCCCCCCCCCCCCCCC(=O)Nc1ccc(O)cc1	106	79	-16*	53	93	67	76	84	103
